CF NFkB inh: cystic fibrosis NF-kB activation inhibition; KKLEB NF-kB-GFP reporter, PAF-induced, GFP fluorescence overnight; actives 0.86% (n = 360,000); inhibition, % at 5 µM; AID 588850;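 active = at least 50% inhibition at 5 µM, scaled per plate between neutral and stimulator controls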;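 also: PAF is a Pseudomonas aeruginosa culture filtrate used as stimulus; plate controls were PAF-stimulated DMSO wells for no effect and unstimulated DMSO wells for full effect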
NR2F2 inh: inhibitors of human COUP-TFII (NR2F2). AID 686940. HEK293T NGFI-A luciferase reporter, luminescence. inhibition, % at 8.6 µM. actives 0.7% (n = 370,000). P24468;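 active = inhibition above a per-plate cutoff, mean inhibition of test wells between control levels plus 3 SD, cut at about 38% in these data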;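 also: cells cotransfected with COUP-TFII expression vector driving the NGFI-A reporter; 0% = median of COUP-TF2 test wells and 100% = reporter-only cells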
TRAIL sens C8: sensitizes caspase-8 expressing cells to TRAIL | NB7+C8 cells + TRAIL, ATPlite viability luminescence | inhibition (viability loss, TRAIL sensitization), % at 10 µM | actives 1% (n = 360,000);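 active = compounds causing at least 50% loss of cell viability in the single-dose screen, relative to plate controls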
EBV LMP1 NFkB: inhibitors of Epstein-Barr LMP1-induced NF-kappaB reporter. LMP1-induced NF-kappaB luciferase reporter cells, luminescence. actives 0.69% (n = 350,000). inhibition, % at 12.5 µM; in the data active = inhibition above about 41%; inconclusive = no clear call, values can overlap the other calls;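 also: 0% = neutral control wells and 100% = reference inhibitor control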
TWEAK Fn14 block: TWEAK-Fn14 signaling inhibition | TWEAK-stimulated Fn14 reporter cells, luciferase luminescence, 8 h | inhibition, % at 10 µM | actives 2% (n = 360,000) | AID 1159606; in the data active = inhibition above about 50%
TROY signal inh: inhibitors of TROY-dependent NF-kB signaling; Q293 LMP1-TROYcd NF-kB luciferase reporter, 4 h; inhibition, % at 10 µM; actives 0.98% (n = 360,000);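 active = compounds whose plate-normalised and pattern-corrected inhibition of the luciferase reporter signal at the single screening dose is 50% or more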
SRC1 inh: inhibitors of human steroid receptor coactivator 1 (SRC1). HEK293 GAL4-SRC1 luciferase reporter, luminescence. inhibition, % at 3.6 µM. actives 0.12% (n = 360,000). AID 588354;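 active = inhibition above the campaign mean plus 3 SD, with each screening campaign given its own cutoff, cut at about 60% in these data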;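 also: 0% = DMSO treated cells and 100% = gossypol at 36 µM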
LRH-1 inv ag: suppresses constitutive activity of human LRH-1; O00482; HEK293T StAR-luciferase reporter, LRH-1 transfected, 24 h; inhibition, % at 3.6 µM; actives 0.13% (n = 360,000); AID 602396;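 active = inhibition above the mean inhibition of all tested compounds plus 3 SD, cut at about 73% in these data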;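 also: 0% = DMSO wells and 100% = reporter-only cells lacking LRH-1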
KKLEB cytotox: counter-screen for CF NF-kB inhibitors: cytotoxicity. KKLEB CF airway cells viability, ATPlite luminescence, overnight; active compounds read low; cells stimulated with P. aeruginosa culture filtrate. activity change (cytotoxicity), % at 5 µM. actives 0.36% (n = 360,000). AID 602141;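 active = corrected activity change at or below -50% at 5 µM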
Shn3 inh set2: reduces Shn3 3'UTR luciferase signal in osteoblasts; Clone20 osteoblast Shn3 3'UTR firefly luciferase, 24 h; inhibition, % at 12.5 µM; actives 0.52% (n = 360,000);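 active = mean inhibition of at least 75% with every replicate also reaching 75%; inconclusive = mean inhibition at least 75% but some replicate below; inactive = mean inhibition below 75%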;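 also: 0% = median of neutral control wells and 100% = pilot-screen positive control compound; some compounds past the cut are filed as inactive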
SRC3 inh: inhibitors of human steroid receptor coactivator 3 (SRC3); inhibition, % at 3.6 µM; Q9Y6Q9; HEK293 GAL4-SRC3 luciferase reporter, luminescence; actives 0.17% (n = 360,000);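 active = inhibition above a per-campaign cutoff, the mean of all compounds plus 3 SD, cut at about 60% in these data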;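 also: 0% = DMSO-treated cells and 100% = gossypol-treated cells at 36 µM; higher means less SRC3-driven luciferase light from the GAL4 reporter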
Active calls of the source: *; ? = inconclusive; / = no result given. A portion of the library, so the mix of outcomes need not match the whole.

SMILES	CF NFkB inh	NR2F2 inh	TRAIL sens C8	EBV LMP1 NFkB	TWEAK Fn14 block	TROY signal inh	SRC1 inh	LRH-1 inv ag	KKLEB cytotox	Shn3 inh set2	SRC3 inh
COc1cccc(CC(NC(C)=O)C(=O)NC2CCN(C(=O)c3ccncc3)CC2)c1OC (stereo not given)	5	-34	0	-12	-7	6	-6	-2	-1	-14	-14
Clc1cccc(/C=N/Nc2nnc(Cl)c3ccccc23)c1	-30	-7	17	-32	-58	-35	-13	17	7	-38	-22
CCCN(CCC)C(=O)c1ccc2c(c1)N(Cc1ccccc1)C(=O)CS2=O (stereo not given)	-21	7	-10	-10	-2	-15	0	-29	6	-11	-11
O=C(O)c1c[nH]c2c([N+](=O)[O-])cccc2c1=O	-11	-5	-8	-9	-5	17	1	46	12	-20	10
CC(=O)N1CCN(S(=O)(=O)c2ccc(S(=O)(=O)N3CCCC(C)C3)cc2)CC1 (stereo not given)	-18	-11	-9	2	4	-14	-3	14	4	7	3
CCOc1ccc(N(CC(=O)Nc2ccccc2Cl)S(C)(=O)=O)cc1	1	-2	19	-27	-2	-20	-19	-25	-6	-18	-31
COc1ccc(-c2c(C)nn(-c3ccccc3)c2N)cc1OC	-2	0	7	2	11	-12	2	9	5	6	21
c1ccc(-c2cccc(-c3ccccc3)n2)cc1	-5	-6	-5	-18	5	-45	-1	-17	0	-36	-10
S=C(Nc1ccc(Cl)cc1Cl)NC1CCN(Cc2ccccc2)CC1	13	3	1	8	3	17	-19	-7	-3	5	18
COc1cc(C=O)ccc1OCC(=O)Nc1ccccc1N1CCOCC1	-6	-21	-5	-7	-1	7	-22	18	1	0	1
Cc1cccc(C(=O)NC(=S)NCc2ccccc2)c1	-33	-4	-5	0	-1	-19	-1	6	4	-11	4
FC(F)Oc1cccc2cccnc12	11	18	-6	4	4	-9	0	13	3	-10	7
CC(=O)N1CCOc2ccc(S(=O)(=O)NCc3ccc(C)cc3)cc21	-4	-3	2	2	27	13	14	16	1	9	1
CCOC(=O)C1(C)CCCN(C(=O)c2ccc(-c3ccccc3)cc2)C1 (stereo not given)	9	6	-18	/	-32	-21	-9	-14	-7	0	-30
CCOc1ccc(N2C=Nc3ccc(OCC)cc3C2)cc1	-2	-3	17	-5	9	-3	-34	-1	-13	-31	6
CCOC(=O)C1CCCN(c2c(Nc3cccc(C)c3)c(=O)c2=O)C1 (stereo not given)	-3	-20	-17	-9	-9	-21	-10	1	-5	-44	-2
CSc1ncccc1C(=O)Nc1ccc(S(=O)(=O)Nc2nccs2)cc1	-6	-3	-19	5	-5	-11	-2	-36	-1	-22	-18
CCN1CCN(c2cc(C)c3cc(NC(=O)c4cnccn4)ccc3n2)CC1	-33	-8	1	-8	-46	-28	-16	-3	6	-2	6
CCCOc1ccc(C(=O)Nc2c[nH]c(=O)[nH]c2=O)cc1	2	-5	3	11	-13	-19	-5	2	-17	-1	9
Cc1cc(C(=O)Nc2cccc(S(=O)(=O)N3CCOCC3)c2)c2ccccc2n1	-3	7	6	1	16	1	-10	10	-4	1	1

6 of the entries above in order of their number in TWEAK Fn14 block, high to low:
SMILES,TWEAK Fn14 block
c1ccc(-c2cccc(-c3ccccc3)n2)cc1,5
FC(F)Oc1cccc2cccnc12,4
COc1cc(C=O)ccc1OCC(=O)Nc1ccccc1N1CCOCC1,-1
O=C(O)c1c[nH]c2c([N+](=O)[O-])cccc2c1=O,-5
CCOC(=O)C1CCCN(c2c(Nc3cccc(C)c3)c(=O)c2=O)C1 (stereo not given),-9
Clc1cccc(/C=N/Nc2nnc(Cl)c3ccccc23)c1,-58

The results go on:
SMILES	CF NFkB inh	NR2F2 inh	TRAIL sens C8	EBV LMP1 NFkB	TWEAK Fn14 block	TROY signal inh	SRC1 inh	LRH-1 inv ag	KKLEB cytotox	Shn3 inh set2	SRC3 inh
N#CN=C(c1ccccc1)c1ccccc1	-2	8	-15	9	-3	-22	-4	5	-6	2	-22
COc1ccc(C(=O)NC(=S)NNC(=O)c2ccco2)cc1	-8	-13	14	-13	-13	-53	-10	-11	6	5	-5
CC1(C)S[C@@H]2[C@H](NC(=O)C(NC(=O)N3CCNC3=O)c3ccccc3)C(=O)N2[C@H]1C(=O)O (stereo not given in full)	3	3	-11	-5	1	6	0	-2	-2	3	-17
c1ccc(Nc2nc(NCC3CCCO3)c3ccccc3n2)cc1 (stereo not given)	-3	36	5	8	29	45	-1	16	-16	?	14
CCc1nc2ccc(C(=O)N3CCN(c4cccc(OC)c4)CC3)cc2nc1CC	24	-3	-6	1	4	-2	-14	-2	-21	1	1
CCOC(=O)/C(C(N)=NCCCO)=C(/O)c1ccccc1	12	-18	-7	6	12	-22	-4	31	-4	-10	13
Oc1c(Br)cc(Br)c2cccnc12	3	13	14	16	-85	25	-18	-3	11	7	-7
CC1(C)OC(=O)C(=CNc2ccc(F)cc2)C(=O)O1	7	-14	-12	4	7	-25	-33	-19	-3	-11	1
O=C(Cn1c(=O)c(=O)n(Cc2ccccc2)c2ccc(Cl)cc21)Nc1ccc(F)cc1F	18	6	-31	-4	16	-6	-10	-3	-19	-1	-7
Cc1ccc(C(=O)Oc2cc(-c3ccccc3)no2)cc1	-2	9	-9	-5	7	-1	-4	1	2	-8	-20
CC(=O)Nc1cc(-c2ccc(Cl)cc2)[nH]n1	21	-17	-9	-21	-20	-42	-31	-49	22	-48	-34
CCOC(=O)c1c(/N=C/N(C)C)sc(C=O)c1-c1ccccc1	-14	18	-2	-6	0	22	-2	6	15	3	-6
COc1cc(/C=C(/C#N)C(=O)NCCCc2ccccc2)ccc1OCC(=O)O	9	2	-7	-1	0	-8	-14	-12	1	-12	5
Cc1cc(C)nc(SCC(=O)Nc2ccc(N3CCOCC3)c(Cl)c2)n1	-9	42*	11	8	25	15	8	59	6	?	8
CCOC(=O)N1CCN(C(=O)COc2ccc(S(=O)(=O)Nc3ccc(OCC)cc3)cc2)CC1	2	10	-10	25	6	-1	-24	20	6	67	10
COc1ccc(-c2ccc(-c3noc(-c4cccs4)n3)c(OC)n2)cc1	13	15	7	2	-54	/	-17	-32	-9	-6	-20
Cc1nccn1CC(=O)N/N=C/c1ccccc1O	-24	-12	9	3	-3	19	-16	1	16	/	7
COc1ccc(CN2CN(C3CCCC3)CSC2=S)cc1	24	-12	7	2	-7	14	6	19	-3	-1	10
CN1CCN(c2ccc(C(F)(F)F)cc2NC(=O)Nc2ccccc2)CC1	17	-18	4	2	-20	-47	6	-18	-8	7	-11
Nc1nc2cc(Br)ccc2o1	21	-8	4	-15	-2	-19	-3	7	4	-5	-7

Profiles from above. Values in the order: CF NFkB inh | NR2F2 inh | TRAIL sens C8 | EBV LMP1 NFkB | TWEAK Fn14 block | TROY signal inh | SRC1 inh | LRH-1 inv ag | KKLEB cytotox | Shn3 inh set2 | SRC3 inh
CC(=O)Nc1cc(-c2ccc(Cl)cc2)[nH]n1 reads 21 | -17 | -9 | -21 | -20 | -42 | -31 | -49 | 22 | -48 | -34
CC1(C)S[C@@H]2[C@H](NC(=O)C(NC(=O)N3CCNC3=O)c3ccccc3)C(=O)N2[C@H]1C(=O)O (stereo not given in full) reads 3 | 3 | -11 | -5 | 1 | 6 | 0 | -2 | -2 | 3 | -17

The results go on:
SMILES	CF NFkB inh	NR2F2 inh	TRAIL sens C8	EBV LMP1 NFkB	TWEAK Fn14 block	TROY signal inh	SRC1 inh	LRH-1 inv ag	KKLEB cytotox	Shn3 inh set2	SRC3 inh
Cc1cc2nc(C(F)(F)F)[nH]c(=O)n2n1	7	12	-2	1	-14	5	3	12	-6	12	13
COc1ccc(C(=O)CCC(=O)NCCc2ccccc2F)cc1	6	21	0	-2	7	-12	14	8	8	19	-11
O=C(NCc1cccs1)c1cnn2cccnc12	6	0	-13	8	-10	-9	-4	9	-4	8	15
CCOC(=O)c1ccc(-c2ccc(/C=N/NC(=O)CN(c3ccccc3Cl)S(C)(=O)=O)o2)cc1	18	-8	14	-44	71*	20	-22	-91	-23	0	-17
COc1ccc(-c2nnc(SCC(=O)Nc3cc(C)on3)n2N)cc1OC	-8	12	-5	5	10	10	2	12	-3	13	9
CCOC(=O)[C@H]1[C@H]2COc3ccc(OC)cc3[C@@H]2N2C(=O)CN(Cc3ccco3)C(=O)[C@@]12C	5	-5	-1	-2	0	-2	-6	15	2	8	2
CC1=NN(C(N)=S)C(=O)C1N=Nc1ccc(C)c(Br)c1 (stereo not given)	-24	-11	0	-62	11	13	-131	-32	0	-97	-97
O=C1CC(c2cccs2)c2cc3c(cc2N1)OCCO3 (stereo not given)	2	5	6	-5	14	-1	-7	-9	-2	4	16
CC1=C(C(=O)N2CCOCC2)C(c2ccccc2F)C2=C(CC(C)(C)CC2=O)N1 (stereo not given)	-3	-17	-1	0	2	-1	-28	21	2	44	0
CCCCC(CCC(=O)Nc1cccc([N+](=O)[O-])c1)C(=O)O (stereo not given)	-7	2	-5	-2	-14	8	-12	4	10	-24	5
Cc1ccc(-n2c(O)c(C=Nc3ccccc3-c3n[nH]c(=S)[nH]c3=O)c3ccccc3c2=O)cc1C	-44	9	-1	-2	14	26	-5	4	24	1	18
Cc1oc(/N=C/c2cccc([N+](=O)[O-])c2)c(C#N)c1C	9	-2	-3	3	8	2	-5	5	-7	20	-2
CCS(=O)(=O)N1CCC(C(=O)Nc2cc(Cl)ccc2O)CC1	-6	5	-4	-3	9	-10	2	-8	-5	-1	3
COc1cc(NC(=O)c2ccc(C(=O)c3ccccc3)cc2)cc(OC)c1OC	-14	-11	-12	3	-3	20	14	-2	-7	6	17

Quoted from the results shown for reference:
SMILES	CF NFkB inh	NR2F2 inh	TRAIL sens C8	EBV LMP1 NFkB	TWEAK Fn14 block	TROY signal inh	SRC1 inh	LRH-1 inv ag	KKLEB cytotox	Shn3 inh set2	SRC3 inh
FC(F)Oc1cccc2cccnc12	11	18	-6	4	4	-9	0	13	3	-10	7
CC(=O)N1CCOc2ccc(S(=O)(=O)NCc3ccc(C)cc3)cc21	-4	-3	2	2	27	13	14	16	1	9	1
CCOC(=O)C1(C)CCCN(C(=O)c2ccc(-c3ccccc3)cc2)C1 (stereo not given)	9	6	-18	/	-32	-21	-9	-14	-7	0	-30
CCOc1ccc(N2C=Nc3ccc(OCC)cc3C2)cc1	-2	-3	17	-5	9	-3	-34	-1	-13	-31	6
